# Screens deposited in PubChem BioAssay by National Center for Advancing Translational Sciences (NCATS).
# GAA inh = blocks human lysosomal alpha-glucosidase | purified human GAA, 4-MU-alpha-glucoside fluorescence | Potency, µM (doses to about 76.9 µM), inactives show top-dose activity change, negative = inhibition, most hits filed as inhibitors | 0.005% of 200,000 active | AID 1466;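 note: plate controls were uninhibited enzyme wells for no effect and no-enzyme background for full effect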
#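 Fluorogenic assay: 4 nM human alpha-glucosidase with 400 uM 4-methylumbelliferyl-alpha-D-pyranoside in 50 mM citrate/phosphate, 0.005% Tween-20, pH 5.0, 20 min at room temperature. Compounds tested up to 77 uM; AC50 from Hill fits.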
# Tau FP inhib = tau fibrillization inhibition (FP). 0.39% of 280,000 active. P10636. AID 1468. K18 P301L tau heparin fibrillization, Alexa594 FP, 6 h. Potency, µM (series often up to 57.7 µM), for inactives: at the top dose activity, negative = inhibition, usual class: inhibitors; note: % is set by controls: 0 for no effect and ±100 for the full control effect; nearly all actives have a fitted effect of over 55% in size
# Target sequence (P10636 561-689 P618L limits assumed): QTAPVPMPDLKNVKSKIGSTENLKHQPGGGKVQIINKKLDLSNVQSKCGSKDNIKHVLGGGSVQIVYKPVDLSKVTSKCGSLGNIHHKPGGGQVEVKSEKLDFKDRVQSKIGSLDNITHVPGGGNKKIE
#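 Compound effects on tau fibrillization are measured by Alexa 594 fluorescence polarization (ex 555, em 632 nm). K18 P301L tau is used at 15 uM with 0.24 uM labeled tracer, and 20 uM heparin induces aggregation over 6 hr at 37 C.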
# HTT ATP protect = Huntington cell model cytoprotection by ATP luminescence; PC12 HTT-Q103 induced, cytoprotection, ATP luminescence, 40 h; Potency, µM (highest dose often 56.4 µM), for the others: cytoprotection (ATP increase), most hits filed as activators; 0.14% of 230,000 active; AID 1471;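 note: % of control where 0% means no effect; nearly all actives have a fitted effect of over 45% in size; toxic huntingtin expression switched on by the ecdysone agonist tebufenozide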
#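 PC12 cells with ecdysone-inducible HTT exon 1 Q103-GFP, induced with 100 nM tebufenozide and co-treated with library compounds in a dose series (1536-well, 1500 cells/well). Cytoprotection read as ATP content by ATPlite luminescence.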
# aGal spleen mod = alpha-galactosidase A (human) modulation | P06280 | human spleen homogenate, 4MU-alpha-Gal fluorescence, 40 min | Potency, µM (doses to about 80 µM), for the others: at the top dose activity change, negative = inhibition, most hits filed as inhibitors | 0.008% of 240,000 active | AID 2107;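 note: 0% = enzyme with vehicle and -100% = no enzyme basal signal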
# Target sequence (P06280 32-429 limits assumed): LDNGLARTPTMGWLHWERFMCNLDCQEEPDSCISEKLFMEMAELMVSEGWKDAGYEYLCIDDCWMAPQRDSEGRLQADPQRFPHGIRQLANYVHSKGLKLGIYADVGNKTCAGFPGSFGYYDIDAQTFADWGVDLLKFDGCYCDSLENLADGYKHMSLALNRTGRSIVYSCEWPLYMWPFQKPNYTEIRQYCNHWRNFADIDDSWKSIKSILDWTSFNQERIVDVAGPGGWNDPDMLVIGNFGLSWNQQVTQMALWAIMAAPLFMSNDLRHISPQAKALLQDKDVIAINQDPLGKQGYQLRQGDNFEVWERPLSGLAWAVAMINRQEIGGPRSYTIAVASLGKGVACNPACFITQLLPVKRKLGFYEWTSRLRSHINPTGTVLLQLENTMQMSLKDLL
#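 Fluorogenic readout (Ex 365/Em 440 nm) of 4-methylumbelliferone released from 1 mM 4-MU-alpha-galactoside by spleen homogenate, 40 min at 37C, pH 5.0. Data normalized to no-enzyme and enzyme controls; Hill-equation AC50 from compound titrations.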
# GAA spleen mod = lysosomal alpha-glucosidase (human) modulation. P10253. human spleen homogenate, 4-MU-alpha-glucoside fluorescence. Potency, µM (top dose mostly 79.9 µM), inactives show at the top dose activity change, negative = inhibition, hits mostly inhibitors. 0.006% of 240,000 active;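 note: 0% = enzyme with vehicle and -100% = no enzyme basal signal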
#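 Compounds were titrated against alpha-glucosidase in spleen homogenate at pH 5.0, with 1 mM 4-methylumbelliferyl substrate for 40 min at 37 C. Reactions were quenched with pH 10 NaOH/glycine and fluorescence measured.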
# GAA glycogen mod = GAA glycogen-cleavage inhibition or activation | P10253 | recombinant GAA, glycogen substrate, Amplex Red glucose oxidase fluorescence | Potency, µM (highest dose often 76.4 µM), for inactives: top-dose activity change, negative = inhibition, most hits filed as inhibitors | 0.38% of 300,000 active | AID 2100;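 note: 0% = full enzyme reaction and -100% = no-enzyme basal signal; the screen sought inhibitors and activators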
#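 Recombinant human enzyme (4 nM); glycogen substrate; 37 C, 40 min, pH 5.0. Readout: coupled glucose oxidase/Amplex Red fluorescence.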
# Tau fluor cs = counter-screen for tau fibril formation inhibitors | tau K18 P301L Alexa594 fluorescence, heparin fibrillization | Potency, µM (series often up to 57.7 µM), for inactives: at the top dose activity change, negative = decrease | 0.93% of 280,000 active | AID 1463; note: % is set by controls: 0 for no effect and ±100 for the full control effect; nearly all actives have a fitted effect of over 55% in size
#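 Human K18 P301L tau (15 uM unlabeled plus 0.24 uM Alexa 594-labeled, final) in 100 mM sodium acetate pH 7 was mixed with compound and 20 uM heparin and incubated 6 hr at 37 C.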
# Tau ThT inhib = blocks human tau fibril formation measured by thioflavin T | recombinant tau K18 P301L (four-repeat tau fragment), heparin-induced fibrillization, ThT fluorescence | Potency, µM (highest dose often 57.4 µM), for the others: at the highest dose activity, negative = inhibition, hits mostly inhibitors | 2.1% of 270,000 active | AID 1460; note: % is set by controls: 0 for no effect and ±100 for the full control effect; nearly all actives have a fitted effect of over 55% in size
#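 K18 P301L tau (15 uM + 0.24 uM Alexa 594-tagged), heparin 20 uM, NaOAc pH 7, 6 h 37 C; ThT 30 uM, 1 h RT, ex 450/em 510 nm.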
# An asterisk follows results filed as active; ? = inconclusive; nt = not tested or not shown; [ ] = another dose, or the depositor's remark. Calls come from the whole dose curve; as a rule, active = well fitted curve in the direction sought with a large enough effect; inconclusive = small, poorly fitted or top-dose-only effect, or another doubt; inactive = no such curve, though single readings can be large; an effect the other way counts as inactive or inconclusive. Potency is the fitted concentration of half-maximal effect.
SMILES,GAA inh,Tau FP inhib,HTT ATP protect,aGal spleen mod,GAA spleen mod,GAA glycogen mod,Tau fluor cs,Tau ThT inhib
CC(C)(C)NC(=O)C(c1ccccn1)N(C(=O)C1CSC(=O)C1)c1cccc(F)c1 (stereo not drawn),3%,0%,6%,-3%,-4%,3%,-5%,-8%
Cc1cc(OCCn2cc(C(=O)c3ccco3)c3ccccc32)ccc1Cl,nt,-20%,nt,nt,nt,-8%[76.3 µM],?,-11%
N#C/C(=C\c1cn(CCOc2ccccc2F)c2ccccc12)C(=O)NCc1cccs1,-7%,-12%,11%[10 µM],3%,1%,4%,1%,4%
CC(NC(=O)Cc1ccccc1)C(c1ccccc1)N1CCOCC1 (stereo not drawn),-3%,7%,2%[10 µM],9%,-3%,6%,3%,0%
Cc1ccc(Cc2cn3cc(-c4ccccc4)nc3s2)cc1,nt,-8%,nt,nt,nt,-5%[76.3 µM],-10%,-5%
O=C(Nc1nnc(C2CC2)o1)c1ccc(S(=O)(=O)N2CCc3ccccc3C2)cc1,-3%,-7%,-47%[inhibitor],3%,nt,3%,-9%,-3%
Cc1ccc(-n2c(SCC(N)=O)nnc2-c2cnccn2)cc1,nt,5%,31%[10 µM],1%,2%,0%,-3%,-4%
CCc1cccc(C)c1NC(=O)CN(C)S(=O)(=O)c1cccc2nsnc12,nt,-4%,nt,nt,nt,-7%[76.3 µM],-6%,-3%
CN(C)S(=O)(=O)c1ccc(C(=O)Oc2ccccc2)cc1,-5%,2%,0%,-10%,-8%,-12%,-10%,?
Cc1ccccc1NC(=O)C(NC1CCCCC1)C(C)C (stereo not drawn),-4%,-4%,-5%[10 µM],3%,12%,-11%,-12%,-10%
Fc1ccccc1NC(=S)N1CCN(c2ccccn2)CC1,-1%,0%,21%[0.074 µM],5%,3%,-1%,4%,-5%
Cc1ccc(-c2cc(C(F)(F)F)n3nc(C(=O)NCCCn4ccnc4)cc3n2)cc1C,-12%,-4%,-18%[10 µM],2%,-1%,2%,-6%,3%
CCOC(=O)CSC1=C(C#N)C(c2sccc2C)C(C(C)=O)=C(C)N1 (stereo not drawn),-9%,-11%,6%,-15%,-9%,3%,-21%,?
Cc1cccc(Cn2cc(S(=O)(=O)c3ccc(Cl)cc3)c(=O)c3cc4c(cc32)OCO4)c1,nt,-19%,nt,nt,nt,8%[76.3 µM],-3%,-1%
O=C(CSc1ccc2nnc(-c3ccncc3)n2n1)NCc1ccco1,-11%,2%,-32%,2%,4%,4%,-7%,-28%
Cn1nc(C(=O)OCC(=O)Nc2ccc(S(N)(=O)=O)cc2)c2ccccc2c1=O,nt,-4%,20%[10 µM],-11%,-2%,13%,-13%,-5%
Cc1cc(Nc2cccc(Cl)c2)nc2ccc(NC(=O)Cc3ccc(Cl)cc3)cc12,nt,?,nt,nt,nt,10%[76.3 µM],3.5µM*[quencher],?
COc1ccc(-n2cc(-c3ccccc3)c3c(N4CC(C)OC(C)C4)ncnc32)cc1 (stereo not drawn),-10%,5%,-93%[inhibitor],-3%,7%,2%,-7%,-14%
Cc1c(N/C(=N/S(=O)(=O)c2ccc(Cl)cc2)c2ccccc2)c(=O)n(-c2ccccc2)n1C,1%,0%,nt,2%,-8%,-11%,1%,9%
COCCCN1C(=O)c2ccc(C(=O)OCC(=O)NCCc3ccccc3)cc2C1=O,-2%,-7%,-8%,1%,-11%,1%,0%,3%
CCSc1nc2c(cnn2-c2ccc(C)cc2)c(=O)[nH]1,2%,-9%,-10%,2%,-4%,6%,-6%,-7%
CCn1cc(S(=O)(=O)c2cc(C)cc(C)c2)c(=O)c2cc(F)c(N3CCOCC3)cc21,nt,2%,nt,nt,nt,-1%[76.3 µM],0%,-1%
CC1CCCN(C(=O)c2ccc(CNc3c(N4CCCCC4)c(=O)c3=O)cc2)C1 (stereo not drawn),2%,2%,-7%,-1%,4%,?,-5%,3%
O=C1NCC2=C1C(c1ccc(Br)cc1)Nc1ccccc1N2 (stereo not drawn),-2%,1%,-6%[10 µM],-3%,-1%,-16%,-13%,-20%
CN(C(=O)c1ccc(OC2CCN(CCc3ccccc3)CC2)cc1)C1CCOC1 (stereo not drawn),?,-6%,12%[10 µM],-12%,-8%,12%,8%,5%

# Going on with the list.
SMILES,GAA inh,Tau FP inhib,HTT ATP protect,aGal spleen mod,GAA spleen mod,GAA glycogen mod,Tau fluor cs,Tau ThT inhib
O=C(NNC(=O)C1CCCO1)c1ccccc1Cl (stereo not drawn),?,-11%,8%[10 µM],2%,-11%,5%,6%,3%
O=C1CCCc2sc3c(c2N1)CCCCC3,-22%,1%,3%,-13%,5%,15%,-6%,-2%
CS(=O)(=O)N(Cc1ccco1)Cc1ccccc1Cl,-9%,-14%,7%,-4%,-15%,-1%,-7%,-5%
C=CCNC(=S)Nc1sc2c(c1C(=O)OCC)CC(C)(CC)OC2 (stereo not drawn),2%,-3%,13%[10 µM],-1%,1%,-8%,-17%,-2%
Cc1ccc(S(=O)(=O)N2CCCC2)cc1[N+](=O)[O-],3%,8%,12%[10 µM],13%,0%,-1%,1%,4%
Cc1ccc(S(=O)(=O)CCC(=O)NCc2ccccc2Cl)cc1,7%,3%,-1%[10 µM],-15%,6%,0%,0%,3%
CN1CCN(c2nc(-c3ccccc3)nc(-c3ccccc3)c2C#N)CC1,-7%,-1%,-45%[inhibitor],-3%,-15%,-2%,-16%,-16%
CC(C)NC(=O)c1ccc(-c2ccccc2C(F)(F)F)o1,3%,1%,-35%,-9%,-19%,5%,-3%,-11%
O=C(NN1C(=O)C2C3CCC(O3)C2C1=O)c1ccco1 (stereo not drawn),-2%,0%,nt,-4%,-12%,-1%,3%,0%
CCOC(=O)CC1CCCCN1Cc1cn[nH]c1-c1ccc(F)cc1F (stereo not drawn),-7%,0%,2%[10 µM],-3%,4%,18%,0%,1%
CCCC(c1nnnn1CCc1ccccc1)N1CCN(C2CCCC2)CC1 (stereo not drawn),-2%,0%,-19%,-13%,-6%,3%,1%,-10%
CC(=O)c1cccc(-n2nnnc2SCC(=O)N2CCCC2)c1,-3%,-5%,7%[10 µM],0%,-2%,1%,-4%,-10%
O=C(CN1CCC(C(=O)c2ccc3c(c2)OCCO3)CC1)NC1CCCC1,-2%,4%,8%,4%,7%,-13%,4%,-4%
Cc1cc2nc(SCC(=O)Nc3nonc3C)c3c(c2cc1C)CCCC3,?,-7%,3%,6%,-3%,13%,-5%,-3%
COc1ccccc1C(=O)N1CCCC(c2nc(-c3cc(OC)c(OC)c(OC)c3)no2)C1 (stereo not drawn),-4%,-2%,-6%,-4%,-4%,-2%,1%,-3%
O=C1CNC(=O)N1Cc1ccc(Br)cc1,4%,-1%,-18%[0.074 µM],0%,-2%,-3%,-5%,0%
COc1ccc2nccnc2c1[N+](=O)[O-],nt,-2%,31%[10 µM],3%,-21%,1%,-2%,-4%
CCN(CC)S(=O)(=O)c1cccc(C(=O)Nc2ccc3c(c2)OCO3)c1,9%,-1%,2%[10 µM],4%,1%,-13%,-13%,-4%
Cc1cc(Cl)nc(-n2nc(C)cc2C)n1,nt,-2%,-1%[10 µM],3%,1%,-12%,-2%,-5%
CCCOC(=O)COC(=O)c1ccccc1NC(=O)c1ccccc1,-2%,-7%,9%[10 µM],-10%,-1%,5%,1%,0%
CC(C)(O)[C@H](O)COc1c2ccoc2cc2oc(=O)ccc12,-3%,-14%,nt,-3%,-2%,2%,-13%,-10%
COc1cccc(CNC(=O)c2ccc3nc[nH]c3c2)c1,-12%,-2%,-5%,2%,-6%,3%,-8%,-5%
COc1ccc(/C=N/NC(=O)CCc2n[nH]c(=O)[nH]c2=O)cc1OC,0%,-1%,-38%[10 µM],1%,-7%,5%,-19%,?
COC(=O)c1ccccc1N1C(=O)C2C(C1=O)C1C=CC2C12CC2 (stereo not drawn),1%,5%,-6%,9%,-5%,4%,3%,-13%
CCOc1ccc(C2C(C#N)=C(N)Oc3cc(C)n(CCN(C)C)c(=O)c32)cc1OCC (stereo not drawn),2%,2%,-3%,6%,1%,1%,1%,-4%
COc1cc(OC)cc(OCC(O)Cn2cnc(-c3ccccc3)c2)c1 (stereo not drawn),-4%,10%,9%[10 µM],-4%,1%,1%,0%,-5%
CS(=O)(=O)N1CCC(Oc2ccccc2C(=O)N2CCNC(=O)C2)CC1,-7%,2%,1%[10 µM],-2%,-2%,10%,-3%,6%
O=C1c2ccccc2C(=O)N1CCc1csc(-c2ccccc2)n1,6%,7%,0%[10 µM],-3%,-11%,-1%,-15%,-8%
COc1ccc(NC(=O)CCn2nnc(-c3ccc(C)cc3)n2)cc1OC,5%,6%,-5%[10 µM],12%,7%,6%,-17%,-18%
O=C(/C=C\Nc1ccc(Br)cc1)c1cccnc1,-5%,2%,nt,1%,1%,7%,-16%,?

# Some of the entries so far, with values under each structure:
# Under each structure – GAA inh	Tau FP inhib	HTT ATP protect	aGal spleen mod	GAA spleen mod	GAA glycogen mod	Tau fluor cs	Tau ThT inhib
- CCOc1ccc(C2C(C#N)=C(N)Oc3cc(C)n(CCN(C)C)c(=O)c32)cc1OCC (stereo not drawn)
  2%	2%	-3%	6%	1%	1%	1%	-4%
- COc1cc(OC)cc(OCC(O)Cn2cnc(-c3ccccc3)c2)c1 (stereo not drawn)
  -4%	10%	9%[10 µM]	-4%	1%	1%	0%	-5%
- CS(=O)(=O)N1CCC(Oc2ccccc2C(=O)N2CCNC(=O)C2)CC1
  -7%	2%	1%[10 µM]	-2%	-2%	10%	-3%	6%
- O=C1c2ccccc2C(=O)N1CCc1csc(-c2ccccc2)n1
  6%	7%	0%[10 µM]	-3%	-11%	-1%	-15%	-8%
- COc1ccc(NC(=O)CCn2nnc(-c3ccc(C)cc3)n2)cc1OC
  5%	6%	-5%[10 µM]	12%	7%	6%	-17%	-18%
- O=C(/C=C\Nc1ccc(Br)cc1)c1cccnc1
  -5%	2%	nt	1%	1%	7%	-16%	?
